ADAM17 inh – ADAM17 inhibitors, primary screen, biochemical, QFRET; Disintegrin and metalloproteinase domain-containing protein 17 (Homo sapiens), P78536; recombinant ADAM17, EDANS/DABCYL FRET peptide cleavage; inhibition, % at 6.95 µM; 0.83% of 370,000 active; AID 720648, 2013;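 active means inhibition above the mean of compounds lying between control limits plus 3 SD, set per campaign, cut at about 8.5% in these data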;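 further: 0% = DMSO-only wells as the low control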
Target sequence (P78536 215-824 limits assumed): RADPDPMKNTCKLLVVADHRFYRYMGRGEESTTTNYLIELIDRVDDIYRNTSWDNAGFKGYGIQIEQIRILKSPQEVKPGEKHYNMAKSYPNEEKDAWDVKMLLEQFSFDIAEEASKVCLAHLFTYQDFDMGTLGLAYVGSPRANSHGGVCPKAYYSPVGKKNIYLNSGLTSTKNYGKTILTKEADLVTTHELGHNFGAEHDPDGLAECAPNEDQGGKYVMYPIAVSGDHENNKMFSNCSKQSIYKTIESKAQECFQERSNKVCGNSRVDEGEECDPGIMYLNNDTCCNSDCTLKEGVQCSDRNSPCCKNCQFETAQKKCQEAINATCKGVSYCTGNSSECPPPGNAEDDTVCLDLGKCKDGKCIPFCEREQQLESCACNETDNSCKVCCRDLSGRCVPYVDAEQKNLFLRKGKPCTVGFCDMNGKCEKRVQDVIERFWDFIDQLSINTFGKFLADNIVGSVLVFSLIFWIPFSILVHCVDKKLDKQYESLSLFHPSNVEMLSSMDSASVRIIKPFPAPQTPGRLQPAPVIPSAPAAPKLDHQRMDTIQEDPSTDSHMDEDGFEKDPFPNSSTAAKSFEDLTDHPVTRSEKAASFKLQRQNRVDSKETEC
ARFGAP1 inhibitor – inhibitors of rat ARFGAP1 GAP activity, primary screen, biochemical, fluorescence polarization, GDP tracer; inhibition, % at 16.5 µM; Arfgap1-stimulated ARF1 GTP hydrolysis, GDP FP detection; AID 651572, 2012; ADP-ribosylation factor GTPase-activating protein 1 (Rattus norvegicus), Q62848; 0.26% of 360,000 active;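 active means inhibition above a per-plate limit, mean inhibition of low control wells plus 3 SD, cut at about 25% in these data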;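 further: 0% = DMSO wells with enzyme and 100% = wells lacking Arfgap1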
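material = rat Arfgap1 catalytic domain, aa 1-136 | also added = human ARF1(Δ1-17)-GTP substrate | compound dosing = one concentration, 16.5 µM, DMSO 1.26% | times = GTP hydrolysis reaction 2 h at 25 °C | measured by = FP, GDP Alexa 633 tracer displaced from anti-GDP antibody, 620/688 nm | evaluation = percent inhibition of Arfgap1-stimulated GTP hydrolysis | replication = single well per compound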
ADAM10 inh – human ADAM10 inhibitors, primary screen, biochemical, QFRET, HTS. recombinant ADAM10, EDANS/DABCYL FRET peptide cleavage, 3 h. inhibition, % at 7 µM. 0.62% of 370,000 active;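 active means inhibition above a per-campaign cutoff equal to the mean of compounds falling between control-based bounds plus 3 SD, cut at about 20% in these data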;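 further: 0% = DMSO wells while the 100% control is not disclosed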
TDP2 absorb – human TDP2 enzyme inhibitors, primary screen, biochemical, epi absorbance, recombinant enzyme; Tyrosyl-DNA phosphodiesterase 2 (Homo sapiens), O95551; T5PNP hydrolysis, p-nitrophenol absorbance 415 nm; inhibition, % at 12.8 µM; 0.34% of 370,000 active; AID 720702, 2013;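 active means inhibition above the mean of all tested compounds plus 3 SD, set per campaign, cut at about 25% in these data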;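 further: 0% = DMSO with enzyme and 100% = buffer with substrate but no TDP2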
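Evaluation: % inhibition relative to enzyme-containing and enzyme-free wells. Material: recombinant human TDP2. Benchmarks: enzyme-free and DMSO wells. Timing: enzyme reaction with compound for 2 h at 37 °C. Compound dosing: 12.8 µM only. Measured by: p-Nitrophenol epi absorbance. Reagent: T5PNP substrate at 5 mM, a TopII-DNA adduct mimic. Replication: single well per compound.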
PLC-gamma1 inh – PLC-gamma1 enzyme inhibitors, primary screen, biochemical, fluorescence, purified enzyme. 1-phosphatidylinositol 4,5-bisphosphate phosphodiesterase gamma-1 (Homo sapiens), P19174. fluorogenic substrate. inhibition, % at 12.2 µM. 0.84% of 370,000 active. AID 720700, 2013; in the data active means inhibition above about 9.5%
SIAE inh – human SIAE inhibitors, primary screen, biochemical, fluorescence polarization, FP-Rh probe, 1536-well HTS. AID 1053197, 2014. SIAE FP-Rh probe binding. 0.69% of 370,000 active. inhibition, % at 9.66 µM. Sialate O-acetylesterase (Homo sapiens), Q9HAT2;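 active means inhibition above a cutoff: mean of compounds within the control limits plus 3 SD of those, cut at about 17% in these data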;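 further: 0% = plate median of compound wells and 100% = probe without SIAE protein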
ASAP1 GAP inh – inhibitors of human ASAP1 ArfGAP activity, primary screen, biochemical, fluorescence polarization | Arf-GAP with SH3 domain, ANK repeat and PH domain-containing protein 1 (Homo sapiens), … | ASAP1-stimulated ARF1 GTP hydrolysis, GDP FP detection | inhibition, % at 16.5 µM | 0.19% of 360,000 active; in the data active means inhibition above about 25%;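 further: 0% = vehicle with enzyme and substrate and 100% = no enzyme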
Target sequence (Q9ULH1 325-724 limits assumed): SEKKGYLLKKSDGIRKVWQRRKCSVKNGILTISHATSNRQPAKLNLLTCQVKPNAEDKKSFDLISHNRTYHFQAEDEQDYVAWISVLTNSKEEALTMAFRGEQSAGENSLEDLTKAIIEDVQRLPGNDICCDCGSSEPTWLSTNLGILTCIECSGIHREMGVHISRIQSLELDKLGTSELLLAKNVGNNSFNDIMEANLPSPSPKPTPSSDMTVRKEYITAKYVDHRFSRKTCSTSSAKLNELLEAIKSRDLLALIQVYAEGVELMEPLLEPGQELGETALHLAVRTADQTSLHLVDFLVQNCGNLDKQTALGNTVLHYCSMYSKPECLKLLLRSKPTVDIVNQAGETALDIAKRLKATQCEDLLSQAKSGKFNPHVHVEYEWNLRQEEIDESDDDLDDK
DDE Tn6 FP inh – inhibitors of Tn6 peptide binding to fibrin DD(E), primary screen, biochemical, fluorescence polarization, human fibrin, Tn6 probe; Fibrinogen beta chain (Homo sapiens), P02675; Fibrin DD(E) TRITC-Tn6 fluorescence polarization displacement; inhibition, % at 8.3 µM; 0.21% of 370,000 active;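 active means inhibition above a per-campaign cutoff: mean of compounds within control limits plus 3 SD, cut at about 15% in these data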;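 further: 0% = median of all compound wells on the plate and 100% = blocking peptide control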
PLCb3 inh – human PLC-beta3 inhibitors, primary screen, biochemical, fluorescence. 1-phosphatidylinositol 4,5-bisphosphate phosphodiesterase beta-3 (Homo sapiens), Q01970. Purified PLC-beta3, fluorogenic substrate. inhibition, % at 12.2 µM. 0.18% of 370,000 active. AID 720704, 2013; in the data active means inhibition above about 11%;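 further: 0% = median of compound wells on plate and 100% = full blocker control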
DDE Tn7 FP inh – inhibitors of Tn7 peptide binding to fibrin DD(E), primary screen, biochemical, fluorescence polarization, human fibrin, Tn7 probe; FP displacement of FITC-Tn7 peptide from fibrin DD(E); 0% = median of compound wells per plate; Fibrinogen beta chain (Homo sapiens), P02675; inhibition, % at 8.3 µM; 0.13% of 370,000 active;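 active means inhibition above the mean of compounds falling within the control limits plus 3 SD of them, cut at about 14% in these data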;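 further: 0% = plate median of compound wells and 100% = 10 µM Aha-Tn7 peptide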
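assay system = human clot-derived fibrin DD(E) complex | quantity = Fibrin-DD(E) at 2 µM final | timing = 10 min preincubation, 3 h with tracer, room temperature | signal = fluorescence polarization | measure = percent inhibition | benchmarks = high control wells with 10 µM unlabelled Aha-Tn7 peptide (full inhibition) | replicates = singlicate testing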
* = called active by the depositor; & = joins results of further samples.

SMILES	ADAM17 inh	ARFGAP1 inhibitor	ADAM10 inh	TDP2 absorb	PLC-gamma1 inh	SIAE inh	ASAP1 GAP inh	DDE Tn6 FP inh	PLCb3 inh	DDE Tn7 FP inh
CC(C)NS(=O)(=O)c1cc(C(=O)O)ccc1Cl	4	0	0	-14	5	7	2	6	4	-7
CCOC(=O)c1sc(=S)n(-c2ccc(Cl)cc2)c1SC	-3	-2	3	1	-1	-1	-2	-1	3	9
Cc1noc(C)c1COc1ccccc1C(=O)N1CCN(c2cccc(Cl)c2)CC1	-2	-7	-7	6	1	6	-12	-2	-5	5
COc1ccc(C(=O)NCC(=O)NCc2ccncc2)cc1	-3	0	-10	5	-1	3	5	-1	-3	-6
COc1ccc(CNC(=O)C2CCC(CNS(=O)(=O)c3cccc4nsnc34)CC2)cc1 (stereo not drawn)	-3	2	-4	8	1	-2	-8	8	-1	-5
CC(Sc1nc2scc(-c3ccccc3)c2c(=O)[nH]1)C(=O)NC(N)=O (stereo not drawn)	-1	1	-6	-6	-4	-1	3	7	-7	1
COc1cc(CN2CC(=O)N(c3ccccc3Cl)C2=S)cc(OC)c1OC	-2	10	3	-1	-2	-11	-10	4	-9	1
Cc1cc(S(=O)(=O)c2ccc(Cl)cc2)nc(S(=O)(=O)c2ccc(Cl)cc2)c1C#N	-44	2	-172	1	0	9	12	-6	-12	-2
CC1(c2ccc(Cl)cc2)NC(=O)N(CC(=O)Nc2ccc(F)cc2)C1=O (stereo not drawn)	-1	-5	10	-10	2	-1	1	-5	2	4
CC(C)c1ccc(C2(C)NC(=O)N(CC(=O)NC3(C#N)CCCC3)C2=O)cc1 (stereo not drawn)	3	-2	-8	-6	1	6	-15	-10	1	-3
CC(C)c1nnc(SCC(=O)N2CCN(C(=O)c3ccco3)CC2)n1N	-6	5	-11	-14	0	-5	3	-3	-5	-2
C/C(NC1CCCCC1)=C(/C#N)C(=O)NCCN1CCOCC1	-88	-4	-4	-5	-3	2	-9	6	2	-4
CN(C(=O)CNC(=O)c1ccc(Br)o1)C1CCCCC1	-5	-6	2	5	1	-1	-7	0	-3	-7
Cc1ccccc1C(=O)O/N=C/c1c(N2CCOCC2)n(C)c2ccccc12	1	-7	-2	15	0	8	6	1	-9	5
O=C(NCc1ccccc1)c1ccc(NC(=O)c2ccco2)cc1	-1	0	0	-2	0	-3	8	-1	-8	-4
Cc1ccc(NC(=O)C2CCCCC2C(=O)O)cc1C (stereo not drawn)	2	0	2	-7	-5	4	-8	0	-8	4
CCCC(C)NC(=O)CSc1nnc(-c2c[nH]c3ccccc23)o1 (stereo not drawn)	-2	-12	9	11	-3	-3	2	-7	-7	-1
Cc1ccc(-c2nc(CS(=O)CC(=O)NCc3ccc(F)cc3)c(C)o2)cc1 (stereo not drawn)	5	6	-10	-4	4	4	-9	-2	-2	-4
COc1ccc2cc(C(=O)N(C)Cc3ccccc3)[nH]c2c1	-1	-6	1	-17	3	0	-9	1	-6	0
COC(=O)C1C2C=CC3(CN(c4cccc(C)c4)C(=O)C13)O2 (stereo not drawn)	-2	5	3	0	-2	0	-1	-1	-1	-3
Cc1[nH]c(=O)[nH]c(=O)c1CCSSCCc1c(C)[nH]c(=O)[nH]c1=O	-5	-12	-6	-9	-1	-3	8	2	2	3
COc1cccc(NC(=O)N(C)C[C@@H]2OCc3cnnn3CCCC(=O)N([C@H](C)CO)C[C@@H]2C)c1	-6	5	-12	-2	-3	4	9	1	-4	3
O=C(NCc1ccco1)C1CCCN(S(=O)(=O)c2ccccc2)C1 (stereo not drawn)	1	15	-5	-16	-1	-7	9	-1	1	-1
Cc1ccc(CNc2ccc3c(c2)ncn3C(C)C)cc1	-9	-2	-25	9	-31	5	3	1	-56	-1
CCOC(=O)C1=C(C)Nc2ccccc2N=C1NC(=O)c1cccc(S(=O)(=O)N(C)C)c1	-1	1	-6	1	2	13	-2	2	0	1

The list goes on.
SMILES	ADAM17 inh	ARFGAP1 inhibitor	ADAM10 inh	TDP2 absorb	PLC-gamma1 inh	SIAE inh	ASAP1 GAP inh	DDE Tn6 FP inh	PLCb3 inh	DDE Tn7 FP inh
CCOC(=O)/C(=N\Nc1cc(C(F)(F)F)ccc1Cl)N(CC)CC	4	5	4	-10	4	8	6	-2	5	2
Cc1cccc(CC(=O)NC2CCS(=O)(=O)C2)c1 (stereo not drawn)	0	-4	-7	-3	4	-1	-5	-6	-5	5
CCn1c(CNC(=O)c2ccc3c(c2)OCO3)nnc1SCC(=O)Nc1cc(C)ccc1OC	1	7	1	-8	-3	-3	3	-3	2	3
CCN(CC)S(=O)(=O)c1ccc(OC)c(NC(=O)c2ccc(OC)c([N+](=O)[O-])c2)c1	13*	0	13	-11	7	-18	5	0	7	6
COC(=O)C(CC(=O)c1ccc(Br)cc1)n1cccn1 (stereo not drawn)	-4	-8	4	5	-2	1	4	-3	-5	6
CN(C)CCCC(C)(O)C(C)(C)c1ccccc1 (stereo not drawn)	-3	11	-5	5	-1	1	13	4	3	2
O=C(CNC(=O)c1cccs1)NCCN1CCN(c2ccccc2F)CC1	-4	7	-5	-2	1	4	16	-4	2	2
CCN(CC)S(=O)(=O)c1ccc(N2CCOCC2)c(NC(=O)c2ccc(=O)n(C)n2)c1	-1	13	-2	-11	2	3	1	1	-2	-5
COc1ccc(NC(=O)C2C3C=CC(O3)C2C(=O)NCc2cccnc2)cc1 (stereo not drawn)	0	-1	6	-5	2	-6	9	-1	5	-3
CC1Cc2ccccc2N1C1=NS(=O)(=O)c2ccccc21 (stereo not drawn)	-1	7	5	8	3	4	-6	-2	-12	-3
O=C(OCC(=O)c1c[nH]c2ccccc12)c1cc2ccccc2cc1O	-5	-3	-10	0	-33	-11	9	-8	-44	4
C=CCN(CC=C)C(=S)NCCc1ccc(OC)c(OC)c1	1	-6	4	3	1	2	-6	-1	3	-1
COc1ccccc1N1CCN(CCN2C(=O)C3CCCN3C2=O)CC1 (stereo not drawn)	-2	-2	1	-5	1	-6	-2	-11	-1	-1
CCN(C(=O)Nc1cccc2ccccc12)c1ccccc1	-94	-7	-381	-4	-124	13	-1	4	-180	3
O=C(OCC(=O)N1CCC(Cc2ccccc2)CC1)c1ccc[nH]c1=O	-9	-7	-11	10	2	12	-2	-3	1	0
CC1=NNC(=O)C1CCC(=O)N/N=C/C(Br)=C/c1ccccc1 (stereo not drawn)	3	-2	-9	4	6	-4	2	-6	0	-5
COc1ccc2[nH]cc(C(=O)CN3CCN(C/C=C/c4ccccc4)CC3)c2c1	-1	2	0	3	-6	3	-1	-3	-11	0
CCN(C[C@H]1N[C@@](C)(C(=O)OC)[C@H]2C(=O)N(Cc3ccccc3)C(=O)[C@@H]12)C(=O)Nc1ccc(C)cc1	-7	8	-14	-5	3	-4	1	-4	3	1
O=C(Nc1ccccc1)Nc1snnc1C(=O)Nc1cccc(O)c1	1	12	6	-13	1	-87	4	10	1	0
CN(Cc1ccccc1)C(=O)CCS(=O)(=O)c1ccc2c(c1)oc(=O)n2C	5	2	2	-19	6	4	-2	-1	-3	9
COc1ccc([C@H]2CC(=O)C=C(c3ccc(Cl)c(Cl)c3)C2)cc1	-4	-6	5	-7	1	-8	0	-2	-1	8
Cc1ccc(N(C(=O)CNC(=O)c2ccco2)C(C(=O)NC2CCCC2)c2cccnc2)cc1F (stereo not drawn)	7	-15	8	-6	7	-4	-6	3	0	-4
Cc1ccc2nc(SCC(=O)Nc3cc(C)on3)nc(=O)n2c1	-6	9	-10	1	4	3	-2	2	-1	6
Cc1ccc(OCC(O)CNC(=O)c2ccccc2C(=O)O)cc1 (stereo not drawn)	0	4	5	4	2	-4	-2	-3	2	2
N#Cc1cc(C(=O)c2cc(Br)ccc2O)cn(C2CCCCC2)c1=O	6	12	10	-21	5	-5	-8	-8	-4	-1

The list goes on:
SMILES	ADAM17 inh	ARFGAP1 inhibitor	ADAM10 inh	TDP2 absorb	PLC-gamma1 inh	SIAE inh	ASAP1 GAP inh	DDE Tn6 FP inh	PLCb3 inh	DDE Tn7 FP inh
CCc1nc(C#N)c(N2CCOCC2)o1	0	3	-4	6	-1	1	0	-3	4	2
Cc1ccc(-n2c(O)c(/C=N/n3cnnc3)c3ccccc3c2=O)cc1	-30&-8	2&4	-94&-27	3&-2	-81&-20	12&1	5&1	3&-2	-83&-29	7&3
CN1C(C(=O)Nc2ccc(OC(F)(F)F)cc2)=CC(c2ccco2)=NS1(=O)=O	7	6	16	5	3	3	4	-6	-9	1
Cc1cc(C(=O)Nn2c(C3CCCCC3)nc3ccccc3c2=O)ccc1[N+](=O)[O-]	-1	-10	-6	7	1	-4	-13	-2	-1	-5
C=CCNC(=O)C1(S(=O)(=O)c2ccccc2)CC=CC1	0	3	-1	3	0	-1	-10	-2	-95	0
O=C(COC(=O)c1ccc2c(c1)OCCO2)Nc1cccc(S(=O)(=O)N2CCOCC2)c1	3	6	2	-4	2	3	-9	0	1	-2
CC(Oc1cccc(Cl)c1)c1ccnc2nc(/N=C/N(C)C)nn12 (stereo not drawn)	-11	6	-25	4	-27	12	4	-3	-37	2
O=C(Nc1ccccc1N1CCN(C(=O)c2ccc(Cl)cc2)CC1)c1cc(Br)ccc1Cl	2	3	12	-12	0	-5	3	1	-1	-7
CCC(C)(C)NC(=O)CN(C(=O)CCC(=O)Nc1cc(C)ccn1)c1ccc2c(c1)OCCO2	-4	16	7	-4	1	-5	-8	0	-10	2
O=C(NCc1ccc(F)cc1)C1CCN(S(=O)(=O)c2ccc3c(c2)OCCCO3)CC1	3	1	1	-2	-2	1	4	-2	2	-5
O=C(Nc1ccc(S(=O)(=O)N2CCOCC2)cc1)c1ccc(Cl)c([N+](=O)[O-])c1	-2	9	-9	-2	-1	-6	-8	-1	-3	1

Screening data from PubChem.
